Tau fluor cs – counter-screen for tau fibril formation inhibitors | 280,000 tested, 0.93% active | tau K18 P301L Alexa594 fluorescence, heparin fibrillization | AID 1463 | Potency, µM (doses to about 57.7 µM), for inactives: top-dose activity change, negative = decrease; further: on the % scale 0 is the no-effect control and ±100 the full control effect; nearly all actives have a fitted effect of over 55% in size
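Human K18 P301L tau (15 uM unlabeled plus 0.24 uM Alexa 594-labeled, final) in 100 mM sodium acetate pH 7 was mixed with compound and 20 uM heparin and incubated 6 hr at 37 C.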
Tau fibril FP – blocks human tau fibril formation measured by polarization. P10636. K18 P301L tau heparin fibrillization, Alexa594 FP, 6 h. Potency, µM (top dose mostly 57.7 µM), for the others: top-dose activity, negative = inhibition, hits mostly inhibitors. 280,000 tested, 0.39% active. AID 1468; further: on the % scale 0 is the no-effect control and ±100 the full control effect; nearly all actives have a fitted effect of over 55% in size
Target sequence (P10636 561-689 P618L limits assumed): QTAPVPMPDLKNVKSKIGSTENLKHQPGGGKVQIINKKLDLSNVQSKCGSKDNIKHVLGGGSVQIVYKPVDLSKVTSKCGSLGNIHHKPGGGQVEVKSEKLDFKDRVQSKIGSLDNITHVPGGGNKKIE
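Recombinant K18 P301L […], labeled with Alexa 594 at 0.24 uM over 15 uM unlabeled; heparin inducer 20 uM final; 37 C, 6 hr; FP endpoint.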
HTT cytoprotect – Huntington cell model cytoprotection by ATP luminescence | 230,000 tested, 0.14% active | PC12 HTT-Q103 induced, cytoprotection, ATP luminescence, 40 h | AID 1471 | Potency, µM (doses to about 56.4 µM), inactives show cytoprotection (ATP increase), most hits filed as activators;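 further: % of control where 0% means no effect; nearly all actives have a fitted effect of over 45% in size; toxic huntingtin expression switched on by the ecdysone agonist tebufenozide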
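Readout: ATPlite luminescence (ATP level). Model: stable PC12, inducible Htt exon1 Q103-GFP. Inducer: tebufenozide, 100 nM final. Compounds: dose series. No G418 in medium.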
Tau ThT inhib – inhibitors of human tau fibril formation, thioflavin T binding; Potency, µM (highest dose often 57.4 µM), inactives show at the highest dose activity, negative = inhibition, usual class: inhibitors; recombinant tau K18 P301L, heparin-induced fibrillization, ThT fluorescence; AID 1460; P10636; 270,000 tested, 2.1% active; further: on the % scale 0 is the no-effect control and ±100 the full control effect; nearly all actives have a fitted effect of over 55% in size
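Using a mix of unlabeled (15 uM) and Alexa 594-labeled (0.24 uM) tau K18 P301L, heparin-triggered fibrillization over 6 hr at 37 C was scored by ThT fluorescence.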
TR SRC2 fluor cs – counter-screen for TRb-SRC2 inhibitors: fluorescence interference | 280,000 tested, 0.29% active | Potency, µM (series often up to 106 µM), without a hit: top-dose fluorescence change, negative = quenching | TRb/SRC2 Texas Red total fluorescence interference | AID 1479; active means well fitted curve in either direction with a large enough effect; inconclusive means small, poorly fitted or top-dose-only effect; further: on the % scale 0 is the no-effect control and ±100 the full control effect
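Human TRβ ligand-binding domain (0.6 uM) and Texas Red SRC2 peptide (20 nM) in Tris buffer with 1 uM T3 and 5% DMSO were incubated with pinned compound for 5 hr at ambient temperature. Total fluorescence was computed as S + 2P (555/632 nm).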
L3MBTL1 inh – L3MBTL1 (human) inhibition; AlphaScreen L3MBTL1–H3K9me1 peptide binding; Potency, µM (top dose mostly 57.1 µM), without a hit: at the top dose activity, negative = inhibition, most hits filed as inhibitors; 230,000 tested, 0.66% active; AID 485360; further: on the % scale 0 is the no-effect control and ±100 the full control effect; nearly all actives have a fitted effect of over 60% in size
Target sequence (Q9Y468 whole entry, looked up): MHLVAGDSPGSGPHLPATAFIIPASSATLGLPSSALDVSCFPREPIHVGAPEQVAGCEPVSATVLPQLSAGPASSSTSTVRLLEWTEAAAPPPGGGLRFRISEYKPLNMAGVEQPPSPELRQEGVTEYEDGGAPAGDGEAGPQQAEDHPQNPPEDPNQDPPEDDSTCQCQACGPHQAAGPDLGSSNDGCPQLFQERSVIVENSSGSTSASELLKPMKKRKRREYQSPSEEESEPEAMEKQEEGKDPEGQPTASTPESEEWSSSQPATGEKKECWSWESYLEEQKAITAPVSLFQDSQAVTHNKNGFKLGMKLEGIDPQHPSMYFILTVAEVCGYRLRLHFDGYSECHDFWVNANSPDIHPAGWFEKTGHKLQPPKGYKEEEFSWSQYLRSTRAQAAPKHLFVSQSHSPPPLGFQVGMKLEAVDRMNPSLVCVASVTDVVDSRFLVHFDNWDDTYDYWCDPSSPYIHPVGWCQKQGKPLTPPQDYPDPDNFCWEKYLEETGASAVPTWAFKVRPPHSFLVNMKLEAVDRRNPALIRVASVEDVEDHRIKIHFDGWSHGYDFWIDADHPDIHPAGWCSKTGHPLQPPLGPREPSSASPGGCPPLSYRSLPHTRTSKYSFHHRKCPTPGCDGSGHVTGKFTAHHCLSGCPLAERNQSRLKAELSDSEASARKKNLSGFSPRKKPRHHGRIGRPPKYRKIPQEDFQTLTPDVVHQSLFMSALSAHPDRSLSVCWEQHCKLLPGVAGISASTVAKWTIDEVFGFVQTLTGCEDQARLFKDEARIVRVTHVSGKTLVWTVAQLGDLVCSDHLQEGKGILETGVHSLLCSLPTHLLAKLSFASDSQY
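First, the protein-peptide complex forms for 30 min at room temperature (L3MBTL1 50 nM, biotinylated H3K9me1 peptide 75 nM). Next, compounds are pin-transferred and incubated 30 min. Finally, AlphaScreen beads are added and read after 30 min.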
RECQ1 inh – inhibitors of human RECQ1 DNA helicase; P46063; RECQ1 DNA unwinding, red fluorescence kinetic read; Potency, µM (titrated, usually from 57.3 µM), for the others: top-dose activity, negative = inhibition, actives largely listed as inhibitors; 240,000 tested, 0.54% active;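 further: plate controls were vehicle for no effect and no enzyme for full effect; nearly all actives have a fitted effect of over 30% in size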
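50 nM RECQ1T1 preincubated 15 min with compound in Tris pH 8.0 buffer with MgCl2, DTT, Tween-20 and 2.5 ug/ml poly(dI-dC); started with 200 nM TAMRA/BHQ-2 forked duplex and 2 mM ATP. Unwinding read as fluorescence (525/598 nm), two reads 2 h apart.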
TRb-SRC2 inh – TRbeta-SRC2 interaction inhibition; Potency, µM (series often up to 106 µM), inactives show at the highest dose activity change, negative = inhibition, most hits filed as inhibitors; AID 1469; 280,000 tested, 0.065% active; TRbeta-SRC2 peptide binding, fluorescence polarization; receptor liganded with 1 µM T3;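 further: plate controls were bound peptide for no effect and peptide without receptor for full effect; nearly all actives have a fitted effect of over 50% in size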
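Polarization signal, normalized between peptide-alone and full complex controls, measured compound effects on T3-liganded human TRb LBD (0.6 uM) binding 20 nM Texas Red SRC2 peptide after 5 hr.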
* = called active by the depositor; i = inactive; u = inconclusive; x = no result given; [ ] = remark or other dose. Unless noted, the call rests on the fitted dose curve; in most records, active means well fitted curve in the direction sought with a large enough effect; inconclusive means small, poorly fitted or top-dose-only effect, or another doubt; inactive means no such curve, though single readings can be large; an effect the other way counts as inactive or inconclusive. Potency means the concentration at half of the fitted maximal effect. Some of the compounds tested; the hit share may differ from the screen's.

Under each structure – Tau fluor cs, L3MBTL1 inh, Tau fibril FP, Tau ThT inhib, TR SRC2 fluor cs, RECQ1 inh, TRb-SRC2 inh, HTT cytoprotect
- Cc1cccc(NC2=NC(=S)N(c3ccc(C(=O)O)cc3)C23CCCCC3)c1
→ -0.4%, 4.6%, -12.0%, -2.4%, -3.1%, -5.5%, -11.6%, -32.4%
- O=C(N/N=C/C=C/c1ccco1)c1cccs1
→ -16.0%, 31.6µM*, -19.0%, u, -16.6%, 35.5µM*, -12.0%, -21.7%
- Cc1ccc2nc(CSc3nnc(-c4ccco4)o3)cc(=O)n2c1
→ -19.3%, -19.3%, u, u, -2.5%, u, 2.4%, -10.3%[10 µM]
- Cc1ccc(S(=O)(=O)N2CCN(C(=O)CN3CCOCC3)C2c2ccccc2)cc1 (stereo unspecified)
→ -2.1%, 0.8%, u, -0.3%, -0.7%, -4.0%, -6.9%, 1.4%
- COC(=O)CN(c1ccc(OC)cc1)S(=O)(=O)c1c(C)noc1C
→ 0.7%, -0.2%, 1.1%, -2.8%, 2.0%, -5.4%, -0.5%, -15.8%
- O=C(CCC(=O)N(c1ccc(F)cc1)C(C(=O)NC1CCCC1)c1ccncc1)Nc1cccnc1 (stereo unspecified)
→ -16.7%, -0.7%, -12.9%, -14.2%, -1.7%, 1.7%, 1.9%, -6.8%[1.9 µM]
- O=C(COC(=O)c1ccccc1Nc1ccc(SC(F)F)cc1)NC1CC1
→ -17.4%, 2.0%, 5.9%, 1.4%, 0.0%[53 µM], i, 4.6%[53 µM], 0.1%[10 µM]
- CC1(C)CNC(=O)c2sc(NC(=O)c3ccccc3Cl)nc2C1
→ -15.9%, -6.9%, -3.0%, -16.5%, -1.1%, 3.1%, 6.7%, 18.2%[10 µM]
- Cc1ccc(C(=O)N/C(=C/C=C\c2ccccc2)C(=O)NCc2ccco2)cc1
→ -6.9%, -12.4%, -3.0%, 2.0%, -11.3%, 2.8%, 5.2%, 16.5%[10 µM]
- CCCN(CCC)S(=O)(=O)c1ccc(C(=O)NNc2nc(-c3ccccc3)c3cc(Br)ccc3n2)cc1
→ -9.8%, -11.4%, 3.7%, 1.6%, -1.2%, i, 3.3%, -10.1%[10 µM]
- CC(C)CCn1nnnc1CN1CCN(c2ccc(F)cc2)CC1
→ -5.7%, -3.7%, -12.1%, 3.3%, -3.2%, i, -0.8%, 6.0%[10 µM]
- Cc1cc2c(n1-c1ccc(C(=O)NCc3ccc(OC(C)C)cc3)cc1)CCCC2
→ -10.6%, x, -4.5%, -16.4%, u, x, 1.5%, x
- CC(=O)OCC(=O)[C@@]1(O)CC[C@H]2[C@@H]3CCC4=CC(=O)C=C[C@]4(C)[C@@]3(Cl)[C@@H](Cl)C[C@@]21C
→ 6.0%, x, -1.7%, 2.3%, 0.3%, -18.9%, 0.8%, -29.5%[10 µM]
- O=S(=O)(Nc1ccc(O)c(Sc2nc3ccccc3s2)c1)c1cccc2ccccc12
→ 0.1%, -23.9%, 1.7%, 5.3%, -3.2%, 0.0%, 10.9%, 22.6%[10 µM]
- CCOC(=O)c1nc(NNC(C)=O)sc1C
→ 2.2%, 5.6%, 5.0%, 3.8%, -0.5%, -4.2%, -2.4%, x
- COc1ccccc1N1CCN(C(c2ccc(N(C)C)cc2)c2nnnn2CCc2ccccc2)CC1 (stereo unspecified)
→ u, -16.9%, 2.1%, u, -9.1%, i, 0.7%, -0.8%[10 µM]
- CCc1cccc(C)c1NC(=O)C1CCN(S(=O)(=O)c2cc(Br)cc3c2N(C(C)=O)CC3)CC1
→ -19.9%, x, -7.5%, -6.3%, 7.8%, x, 12.5%, x
- Cc1onc(-c2ccccc2)c1C(=O)Nc1nc2c(s1)C(=O)CC(C)(C)C2
→ -3.0%, 5.8%, 4.8%, -2.7%, -0.4%, -13.5%, -5.9%, 4.8%[10 µM]
- c1ccc(C2CCC(N3CCNCC3)CC2)cc1 (stereo unspecified)
→ 0.5%, -3.3%, -3.8%, 2.7%, -2.3%, 7.1%, 4.9%, 9.8%[10 µM]
- Cc1ccc(C(=O)NCC(=O)OCC(=O)NC2CCS(=O)(=O)C2)cc1C (stereo unspecified)
→ -3.4%, 0.8%, 2.3%, -11.0%, -0.9%, -11.8%, -6.6%, 28.9%[10 µM]
- O=C(Nc1nc(-c2ccccc2)cs1)C1c2ccccc2Oc2ccccc21
→ -26.3%, -7.1%, u, 1.9%, -2.9%, 12.2%, -6.3%, -22.1%[10 µM]
- CCNC(=S)NC1CC2CCC(C1)N2Cc1ccccc1 (stereo unspecified)
→ -2.7%, 3.5%, 2.6%, -1.2%, -1.0%, 11.9%, 5.0%, -8.6%
- O=C(CCC(=O)N(CC(=O)NC1CCCC1)C1CCCC1)Nc1ccccn1
→ -2.4%, -0.7%, -4.6%, -0.2%, 0.9%, -18.7%, -20.2%, -18.1%[10 µM]
- CCOc1ccc(CNC(=O)c2cc3cc(S(=O)(=O)N4CCCCC4)ccc3n2C)cc1
→ -15.6%, x, 0.3%, 6.8%, 0.4%, x, 5.5%, x
- O=C(COc1ccccc1Cl)NCc1ccco1
→ 3.0%, 1.7%, 6.6%, -1.8%, -1.4%, -13.2%, -0.4%, -13.1%[0.074 µM]
- O=C(CN1CCCCC1)Nc1cccc(Br)c1
→ -3.1%, x, -3.7%, 5.8%, 1.4%, 3.4%, 2.3%, 3.2%
- CSc1ccc(CNc2ccc(C)c(C)c2)cc1
→ u, -20.1%, 7.8%, u, -5.7%, 0.0%, 5.7%, 35.1%
- C=CCNC(=S)N/N=C/c1ccc(-c2cccc([N+](=O)[O-])c2)o1
→ 1.3%, -2.4%, 4.4%, 2.6%, -2.0%, 6.1%, 9.0%, 17.0%[10 µM]
- CCc1ccc(NC(=O)c2noc3c2CCC3)cc1
→ -22.4%, x, -2.0%, u, -1.6%, u, -2.8%, -14.3%
- COC(=O)c1c(NC(=O)CC2NCCNC2=O)sc2c1CCCC2 (stereo unspecified)
→ -4.4%, x, -2.3%, -14.2%, -1.7%, -4.9%, 1.9%, -18.0%

An excerpt of these results, with tabs.
mol	Tau fluor cs	L3MBTL1 inh	Tau fibril FP	Tau ThT inhib	TR SRC2 fluor cs	RECQ1 inh	TRb-SRC2 inh	HTT cytoprotect
O=C(COc1ccccc1Cl)NCc1ccco1	3.0%	1.7%	6.6%	-1.8%	-1.4%	-13.2%	-0.4%	-13.1%[0.074 µM]
CSc1ccc(CNc2ccc(C)c(C)c2)cc1	u	-20.1%	7.8%	u	-5.7%	0.0%	5.7%	35.1%

(more compounds)
Under each structure – Tau fluor cs, L3MBTL1 inh, Tau fibril FP, Tau ThT inhib, TR SRC2 fluor cs, RECQ1 inh, TRb-SRC2 inh, HTT cytoprotect
- O=C1C2C3c4ccccc4C(c4ccccc43)[C@@H]2C(=O)N1c1cccnc1 (stereo partly specified)
→ -1.1%, -2.6%, 2.3%, 5.5%, -2.1%, -5.4%, 2.5%, -10.8%[10 µM]
- O=C(N/N=C/c1cccc([N+](=O)[O-])c1)c1cnccn1
→ 14.7%, 3.9%, -2.1%, 0.3%, -6.6%, -3.4%, 0.8%, 20.3%[10 µM]
- CCN(CC)CCN(Cc1cc2cc(C)cc(C)c2[nH]c1=O)C(=S)NCc1ccco1
→ -3.7%, 2.3%, 3.9%, -2.1%, 0.2%, -2.4%, 3.0%, -2.0%[10 µM]
- CSc1ccc(CNc2ccccc2)cc1
→ -26.1%, 1.3%, -0.7%, -16.0%, -1.3%, -20.0%, -0.9%, 12.6%
- Cc1ccc(CN2CCC(CNC(=O)Nc3ccc(C)c(C)c3)C2)cc1 (stereo unspecified)
→ -17.2%, x, 8.2%, 0.5%, -2.4%, x, -8.1%, x
- O=C(O)C1C2C=CC(C2)C1C(=O)N1CCc2ccccc21 (stereo unspecified)
→ 7.4%, -1.4%[11.4 µM], 5.5%, -0.3%, -5.9%, -9.2%, -5.4%, 1.9%
- Cc1cccc(NC(=O)c2cc(=O)c3ccccc3o2)n1
→ -1.7%, 0.8%, 3.0%, -7.3%, -3.0%, -7.8%, 5.6%, -2.6%
- CC1CC(C)CN(C(=O)C2CCC(CNc3c(N4CCCCC4)c(=O)c3=O)CC2)C1 (stereo unspecified)
→ -11.0%, x, 1.5%, x, -5.8%, -2.3%, -1.8%, 2.9%[10 µM]
- O=C(NC1=NCCS1)c1csc2ccccc12
→ -6.3%, x, 2.3%, -14.5%, 2.3%, -0.1%, 3.6%, -57.2%[inhibitor]
- Cc1ccc(Nc2nc(=O)[nH]nc2C)cc1
→ -3.3%, x, -1.1%, -1.2%, -6.3%, -2.1%, -5.5%, 22.6%
- CCCn1c(C)nc2c(NC3CCN(Cc4ccccc4)C3)nc(C)nc21 (stereo unspecified)
→ -0.4%, x, -3.5%, -4.8%, -3.4%, -8.5%, 2.5%, -41.5%[inhibitor]
- O=C(CCc1nnc(CCc2ccccc2)o1)NC(c1cccnc1)C(F)(F)F (stereo unspecified)
→ 0.3%, x, 1.4%, x, -1.4%, -3.9%, 1.4%, 8.0%[10 µM]
- O=C(Nc1ccc(F)cc1F)c1ccc2c(c1)CCN2S(=O)(=O)c1ccc(Cl)cc1
→ -28.0%, x, u, 3.3%, 1.0%, x, -10.3%, x
- COc1cccc(C(=O)Nc2cc3c(cc2Br)OCCCO3)c1
→ -3.3%, 10.6%, 8.0%, -6.3%, -4.0%, 4.8%, -1.1%, x
- COC(=O)c1[nH]c2ccccc2c1NC(=O)C(C)N1CC(C)OC(C)C1 (stereo unspecified)
→ -15.2%, 8.9%, -4.9%, -13.7%, -2.8%, i, -3.7%, -2.6%[10 µM]
- O=C(COC(=O)CN1C(=O)C2CCCCC2C1=O)Nc1cc(S(=O)(=O)N2CCOCC2)ccc1Cl (stereo unspecified)
→ 2.4%, -5.1%, -2.2%, 2.6%, -0.5%, -5.0%, 0.2%, -18.5%[10 µM]

Quoted from the listing.
O=C(COC(=O)CN1C(=O)C2CCCCC2C1=O)Nc1cc(S(=O)(=O)N2CCOCC2)ccc1Cl (stereo unspecified) – Tau fibril FP = -2.2%
COC(=O)c1[nH]c2ccccc2c1NC(=O)C(C)N1CC(C)OC(C)C1 (stereo unspecified) – L3MBTL1 inh = 8.9%
CCCn1c(C)nc2c(NC3CCN(Cc4ccccc4)C3)nc(C)nc21 (stereo unspecified) – Tau fluor cs = -0.4%

Source: PubChem
